bIAP inhibitor: blocks bovine intestinal alkaline phosphatase activity; purified bovine IAP, CDP-star luminescence, 30 min; inhibition, % at 20 µM; 190,000 tested, under 10 active; AID 1019;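 active means over 50% inhibition of intestinal alkaline phosphatase at 20 µM in the single-dose screen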
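System: Purified bovine intestinal alkaline phosphatase (IAP) enzyme | Input: IAP diluted 1/65,000,000 in the well | Also added: CDP-star chemiluminescent phosphatase substrate, 30 µM final | Dosing: 20 µM single dose | Times: Enzyme reaction for 30 min at room temperature | Detection: Luminescence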
PPARg SRC1 recr: promotes SRC-1 coactivator recruitment by human PPARgamma. AID 631. activation, % at 8 µM. actives 0.41% (n = 200,000). PPARgamma-SRC-1 coactivator recruitment biochemical assay; in the data active means activation above about 19%;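 further: 0% = DMSO and 100% = reference agonist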
TR-FRET SRC-2 ct: counter-screen for PPARgamma SRC-2 recruitment agonists: TR-FRET artefact. TR-FRET ratio at 8 µM. AID 1049. active compounds read high. actives 0.4% (n = 200,000); in the data active means TR-FRET ratio above about 2000; further: inactives centre near 1500; reference of the scale not given here
TLR4-MyD88 BLA: blocks binding of human TLR4 to MyD88; O00206+Q99836; HeLa CL3-4 TLR4/MyD88 BLA complementation, FRET ratio; inhibition, % at 8.4 µM; actives 0.18% (n = 200,000); in the data active means inhibition above about 25%;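 further: 0% = vehicle and 100% = reference inhibitor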
ROMK primary: human ROMK K+ channel modulation, primary screen; P48048; Tet-inducible ROMK, thallium flux fluorescence; actives lie on both sides; B-score at 10 µM; actives 2% (n = 130,000); AID 1918;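 active means signal ratio slope over the read window, or its plate-corrected B-score, at least 3 SD from the plate mean, either direction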;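 further: B-score of the F/F0 ratio slope over 7 to 12 s after thallium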
Target sequence (P48048 whole entry, looked up): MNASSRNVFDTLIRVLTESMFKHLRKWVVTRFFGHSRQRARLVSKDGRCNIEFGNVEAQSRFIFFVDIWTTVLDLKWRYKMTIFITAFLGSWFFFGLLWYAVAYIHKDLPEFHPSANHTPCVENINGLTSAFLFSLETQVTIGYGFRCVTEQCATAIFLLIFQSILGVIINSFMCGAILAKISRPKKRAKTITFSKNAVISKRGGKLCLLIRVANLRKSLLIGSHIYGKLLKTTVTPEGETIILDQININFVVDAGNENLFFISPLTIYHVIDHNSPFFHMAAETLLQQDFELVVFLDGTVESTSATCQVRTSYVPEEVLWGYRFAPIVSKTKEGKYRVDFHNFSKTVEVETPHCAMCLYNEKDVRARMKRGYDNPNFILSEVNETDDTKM
PPARg SRC-2 ag: PPARgamma-driven SRC-2 recruitment agonism. P37231. PPARgamma LBD-SRC-2 recruitment, biochemical. activation, % at 8 µM. actives 0.34% (n = 200,000); in the data active means activation above about 22%;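 further: 0% = vehicle and 100% = reference agonist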
bIAP activator: increases bovine intestinal alkaline phosphatase activity; purified bovine IAP, CDP-star luminescence, 30 min; active compounds read high; fold of DMSO-control signal, blank-subtracted; activation factor at 20 µM; actives 0.17% (n = 200,000); AID 1016;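 active means activation factor of 2 or more at 20 µM, a signal rise over negative controls twice the positive control's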
PPARg SRC-3 ag: promotes SRC-3 coactivator recruitment by human PPARgamma; biochemical PPARgamma/SRC-3 coactivator recruitment assay; activation, % at 8 µM; actives 0.26% (n = 200,000); in the data active means activation above about 23%;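 further: 0% = DMSO and 100% = reference agonist; some compounds past the cut are filed as inactive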
DTT redox prof: compounds producing H2O2 with reducing agent – biochemical, NIH compound library profiling, artefact control for MLSCN library redox annotation, primary screen; activation, % at 10 µM; actives 0.03% (n = 200,000); DTT-dependent redox cycling H2O2, phenol red/HRP absorbance; 100% = 100 µM peroxide control, 0% = buffer;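 active means activation of at least 50% relative to the plate's high and low controls in the primary single-dose screen; inactive means activation below 50%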;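 further: compound incubated with DTT at 0.8 mM final as the reducing agent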
L major viab: reduces viability of Leishmania major promastigotes; resazurin fluorescence viability; inhibition, % at 10 µM; actives 9% (n = 200,000); AID 1063; in the data active means inhibition above about 50%;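 further: promastigotes grown with compound for 44 hours at 28 °C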
S1P3 antag: blocks the human S1P3 receptor; Q99500; inhibition, % at 4.98 µM; actives 0.27% (n = 170,000); CHO S1P3 NFAT-BLA reporter, FRET fluorescence, antagonist mode;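 active means inhibition above the plate cutoff, the mean inhibition of test wells on that plate plus 3 SD, cut at about 28% in these data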;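 further: cells challenged with S1P at its EC80 of 0.8 µM; blue over green emission ratio from cleaved BLA substrate after 4 h stimulation; 0% = S1P-stimulated wells and 100% = unstimulated DMSO-only wells; some compounds past the cut are filed as inactive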
Target sequence (Q99500 whole entry, looked up): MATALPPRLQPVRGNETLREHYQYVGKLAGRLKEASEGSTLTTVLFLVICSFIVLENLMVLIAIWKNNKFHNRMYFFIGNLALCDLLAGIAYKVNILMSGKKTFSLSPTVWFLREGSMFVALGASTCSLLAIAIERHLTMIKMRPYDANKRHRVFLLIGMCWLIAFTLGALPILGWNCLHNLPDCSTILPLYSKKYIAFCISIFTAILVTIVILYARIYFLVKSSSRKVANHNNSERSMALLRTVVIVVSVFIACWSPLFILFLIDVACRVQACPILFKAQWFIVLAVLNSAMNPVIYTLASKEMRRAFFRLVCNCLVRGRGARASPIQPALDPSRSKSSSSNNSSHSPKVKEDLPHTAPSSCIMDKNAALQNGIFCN
* hit, by the source's call; nt = no result given. An unsorted share of the library, and some 11% of all compounds hit somewhere here.

SMILES | bIAP inhibitor | PPARg SRC1 recr | TR-FRET SRC-2 ct | TLR4-MyD88 BLA | ROMK primary | PPARg SRC-2 ag | bIAP activator | PPARg SRC-3 ag | DTT redox prof | L major viab | S1P3 antag
CCCCn1nc2cc(C(=O)NCc3ccc4c(c3)OCO4)ccc2c1OCC | -2 | -6 | 1551 | -4 | nt | -1 | 1 | 3 | -3.7 | 3 | nt
CCC1(C)CC(c2csc(N)n2)CCO1 (stereo not drawn) | 5 | 0 | 1557 | 3 | nt | 5 | 0.9 | 10 | 0.1 | -6 | -9
Fc1ccccc1Cc1noc(CN2CCCC(CN3CCOCC3)C2)n1 (stereo not drawn) | 10 | 9 | 1691 | -3 | 0.044 | 11 | 0.9 | 5 | -0.1 | -2 | -5
C#CCNC(=O)c1cccn1-c1ncc(C(F)(F)F)cc1Cl | -12 | 7 | 1705 | -4 | -0.08 | 9 | 1.1 | 6 | -0.6 | 4 | 3
CC(=O)Nc1ccc(/C(C)=N/NC(=O)C2CC2c2ccccc2)cc1 (stereo not drawn) | 21 | 5 | 1473 | -15 | 0.86 | -2 | 0.8 | 0 | -0.1 | 0 | -4
COc1ccc(-c2cc(C(=O)N3CC4(C)CC3CC(C)(C)C4)no2)cc1OC (stereo not drawn) | 1 | 14 | 1623 | 5 | -0.00085 | 14 | 1 | 12 | 0.1 | 46 | -5
Cc1ccc(S(=O)(=O)Nc2cc(S(=O)(=O)N3CCCCC3)ccc2N2CCOCC2)cc1 | 7 | -4 | 1594 | -6 | -0.13 | 2 | 0.9 | -2 | -0.1 | 22 | -6
CC(C)(C)c1nc(SCC(=O)Nc2ccc(N3CCOCC3)cc2)c2ccccc2n1 | -4 | 0 | 1455 | -7 | nt | 5 | 1 | 4 | 1.7 | 39 | nt
Cc1cnc(CN(C)Cc2nc(Cc3cccc(C(F)(F)F)c3)no2)[nH]1 | -4 | -2 | 1389 | -1 | 0.19 | 2 | 1 | 4 | -0.9 | 1 | -3
CCC(C)NC(=O)CN1C(=O)CC(C)(C)S(=O)(=O)c2ccccc21 (stereo not drawn) | 9 | 3 | 1510 | 3 | nt | -11 | 0.9 | -1 | -0.7 | -4 | -9
CC(C)(C)N(Cc1ccccc1)C(=O)CCc1ccccc1 | -8 | 7 | 1798 | -6 | -0.21 | 13 | 1.1 | 2 | 0.0 | 8 | 1
Cc1cc(C)cc(NC(=O)c2cccc(NC(=O)C3C4CC5OC(=O)C3C5C4)c2)c1 (stereo not drawn) | -4 | 8 | 1532 | -6 | nt | 4 | 1 | 9 | -0.2 | -3 | nt
C=C(C)CNC(=S)NNC(=O)CCn1c2ccccc2c2ccccc21 | 4 | -7 | 1702 | -6 | -0.28 | 2 | 1 | -3 | 0.0 | 5 | -17
Oc1ccc(-c2csc(-c3c[nH]c4ccccc34)n2)c(O)c1 | 43 | 6 | 1349 | 2 | 0.42 | -3 | 0.6 | -5 | 0.4 | -4 | -6
Cn1c(SCc2nc3ccccc3s2)nnc1-c1cccs1 | 6 | 0 | 1593 | -6 | -0.66 | -3 | 0.9 | -3 | -0.8 | 14 | 2
O=C(COc1ccc(F)cc1)N(c1ccccn1)C1CCCCC1 | 11 | -1 | 1481 | -4 | 0.5 | -2 | 0.9 | -2 | 0.2 | -2 | 17
CCOc1ccc(CCNC(=O)C2CCN(S(=O)(=O)N3CCOCC3)CC2)cc1OCC | -4 | 1 | 1485 | 3 | 1.2 | -5 | 1 | -1 | -5.4 | -3 | -22
COC(=O)N/N=C(\C)c1ccc(Br)cc1 | 16 | 2 | 1312 | 7 | nt | 3 | 0.8 | -3 | 0.1 | -8 | nt
CCN(CC)S(=O)(=O)c1cccc(-c2nnc(SCC#N)n2Cc2ccccc2)c1 | -5 | 6 | 1538 | 0 | 1.3 | 10 | 1 | 1 | 0.2 | -6 | -3
S=C(c1ccc(N2CCCC2)c(Br)c1)N1CCCCC1 | 12 | 8 | 1630 | 5 | 0.15 | 10 | 0.9 | -1 | 0.1 | 3 | -12
COc1ccc(CCNC(=O)C23CCC(C)(C(=O)O2)C3(C)C)cc1OC (stereo not drawn) | -8 | -2 | 1465 | 5 | -0.0023 | -5 | 1.1 | -3 | -0.4 | 0 | -5
O=C1CN(C(=O)COC(=O)CNS(=O)(=O)c2ccccc2)c2ccccc2N1 | -5 | -2 | 1471 | -6 | -0.043 | -3 | 1 | 0 | -1.8 | -3 | -7
COC(=O)c1sccc1NC(=O)CSc1ccccc1NS(=O)(=O)c1cc(Cl)ccc1Cl | -16 | -3 | 1651 | -15 | nt | -7 | 1.2 | 4 | 2.5 | -2 | nt
C=CCOc1ccc(/C(O)=C2/C(=O)C(=O)N(CCN3CCOCC3)C2c2ccc(C)cc2)cc1 (stereo not drawn) | -1 | 1 | 1536 | 6 | 0.85 | 6 | 1 | 0 | -1.6 | -3 | -13
CC(=O)Oc1ccc(OC(C)=O)c(SCCCCCN2CCOCC2)c1 | -4 | -8 | 1536 | 3 | nt | 2 | 1 | -7 | 1.7 | -4 | nt
Next section:
SMILES | bIAP inhibitor | PPARg SRC1 recr | TR-FRET SRC-2 ct | TLR4-MyD88 BLA | ROMK primary | PPARg SRC-2 ag | bIAP activator | PPARg SRC-3 ag | DTT redox prof | L major viab | S1P3 antag
Cc1[nH]nc(SCC(=O)NCC(C)C)c1[N+](=O)[O-] | -16 | 4 | 1628 | -6 | 0.51 | 3 | 1.2 | 1 | -0.1 | -6 | -6
Cc1c(C=O)c(C=O)c(C)n1Cc1ccccc1 | 8 | -5 | 1469 | 3 | nt | -3 | 0.9 | 4 | 0.0 | 4 | nt
CCOc1ccc(NC(=O)CSc2nc3ccccc3c(=O)n2CCCC(=O)N2CCCC2)cc1 | 4 | -4 | 1630 | 10 | nt | 0 | 1 | -8 | 2.4 | -3 | nt
COc1ccc(Cc2nc3ccccc3n2CC(=O)N/N=C/c2ccccc2)cc1OC | 26 | 7 | 1538 | -6 | nt | -9 | 0.7 | 3 | 0.4 | 12 | -5
CN1CCCN(C(=O)C2CCC(C(=O)N3CCCN(C)CC3)CC2)CC1 (stereo not drawn) | -19 | -4 | 1450 | 4 | -0.11 | 5 | 1.2 | 0 | -3.6 | -6 | -22
O=C(c1ccc2c(=O)n3c(nc2c1)CCCCC3)N1CCN(C(c2ccccc2)c2ccccc2)CC1 | 1 | 1 | 1523 | 1 | -0.82 | 0 | 1 | -2 | -0.2 | 40 | nt
O=C(CCSCc1ccc(Cl)cc1)NCc1cccs1 | 48 | -2 | 1683 | 1 | -0.7 | 5 | 0.5 | 0 | -1.0 | -6 | -8
Cc1[nH]c2ccc(-c3n[nH]c(=S)n3-c3ccccc3)cc2c1C | -22 | 2 | 1588 | -3 | nt | 2 | 1.2 | 1 | 0.2 | 9 | 13
Cc1ccc(Oc2nc(-c3cccnc3)nc3ccccc23)c([N+](=O)[O-])n1 | -8 | -3 | 1558 | -7 | 0.049 | -4 | 1.1 | 0 | 0.0 | 18 | 2
O=C(O)c1ccc(N2C(=O)CC(SC(=Nc3ccccc3)Nc3ccccc3)C2=O)cc1 (stereo not drawn) | 16 | -1 | 1495 | -10 | 0.74 | 8 | 0.8 | -1 | -0.2 | -7 | -5
COc1ccc(C(=O)N(CN2CCCC2=O)c2ccccc2OC)cc1OC | -3 | 4 | 1583 | -11 | nt | 4 | 1 | 1 | 0.5 | -5 | -12
CCN(CC)c1ccc(NC(=O)COC(=O)CSc2ccc(Br)cc2C)cc1 | 6 | 6 | 1518 | -8 | 2.3 | 1 | 0.9 | 0 | 5.8 | -5 | 12
Cc1cc(NC(=O)CCSc2nc(-c3ccco3)cc(C(F)(F)F)n2)no1 | 14 | 8 | 1584 | -3 | nt | 7 | 0.9 | 13 | -1.2 | -2 | nt
COc1c(F)c(F)c(C(=O)Nc2ccc(NC(=O)Cc3ccccc3)cc2)c(F)c1F | -1 | 4 | 1412 | -14 | 0.5 | 6 | 1 | 4 | -1.7 | -5 | 1
COc1ccc(NC(=O)c2cc(OC)c(OC)c(OC)c2)cn1 | 10 | 0 | 1538 | 1 | -0.04 | 2 | 0.9 | 10 | 0.4 | -5 | 8
C#Cc1ccc([C@@H]2C=C(C(=O)NCc3ccccc3)O[C@H](OCc3ccc(CO)cc3)C2)cc1 | -11 | -7 | 1381 | -8 | nt | -3 | 1.1 | 2 | 7.3 | 26 | 6
COc1ccc(NC(=S)N2CCN(Cc3cccc(F)c3)CC2)c(OC)c1 | 5 | 2 | 1436 | 3 | 0.1 | 1 | 1 | -1 | 0.0 | 1 | 2
COc1ccc(C(=O)NC2CCN(C(=S)Nc3cc(C)ccc3C)CC2)cc1 | 11 | 5 | 1616 | -12 | nt | 6 | 0.9 | 4 | 2.0 | -2 | nt
Cc1cc(COc2ccccc2O)on1 | 8 | 4 | 1647 | 0 | 0.086 | 0 | 0.9 | -9 | 0.3 | -3 | nt
Cc1nc(N2CCN(Cc3ccccc3)CC2)[nH]c(=O)c1C | 9 | -1 | 1728 | 0 | 0.95 | -2 | 0.9 | -2 | -3.9 | -2 | -11
Cn1nc(C(=O)N2CCN(S(=O)(=O)c3ccccc3)CC2)c2ccccc2c1=O | 2 | 5 | 1410 | 7 | 0.0067 | 2 | 1 | -10 | 2.2 | 28 | -15
O=C(CN1CCN(S(=O)(=O)c2ccc(Br)cc2)CC1)N/N=C/c1cc([N+](=O)[O-])ccc1Cl | -5 | 0 | 1531 | -14 | nt | 6 | 1 | -1 | 0.3 | 26 | -7
CCCC(=O)Nc1ccc(NC(=O)c2ccccc2Cl)nc1 | 4 | 6 | 1478 | -8 | 0.86 | 0 | 1 | -1 | 0.0 | -4 | 14

Grouped by structure: the entries above with fluorine (7)
SMILES | bIAP inhibitor | PPARg SRC1 recr | TR-FRET SRC-2 ct | TLR4-MyD88 BLA | ROMK primary | PPARg SRC-2 ag | bIAP activator | PPARg SRC-3 ag | DTT redox prof | L major viab | S1P3 antag
Fc1ccccc1Cc1noc(CN2CCCC(CN3CCOCC3)C2)n1 (stereo not drawn) | 10 | 9 | 1691 | -3 | 0.044 | 11 | 0.9 | 5 | -0.1 | -2 | -5
C#CCNC(=O)c1cccn1-c1ncc(C(F)(F)F)cc1Cl | -12 | 7 | 1705 | -4 | -0.08 | 9 | 1.1 | 6 | -0.6 | 4 | 3
Cc1cnc(CN(C)Cc2nc(Cc3cccc(C(F)(F)F)c3)no2)[nH]1 | -4 | -2 | 1389 | -1 | 0.19 | 2 | 1 | 4 | -0.9 | 1 | -3
O=C(COc1ccc(F)cc1)N(c1ccccn1)C1CCCCC1 | 11 | -1 | 1481 | -4 | 0.5 | -2 | 0.9 | -2 | 0.2 | -2 | 17
Cc1cc(NC(=O)CCSc2nc(-c3ccco3)cc(C(F)(F)F)n2)no1 | 14 | 8 | 1584 | -3 | nt | 7 | 0.9 | 13 | -1.2 | -2 | nt
COc1c(F)c(F)c(C(=O)Nc2ccc(NC(=O)Cc3ccccc3)cc2)c(F)c1F | -1 | 4 | 1412 | -14 | 0.5 | 6 | 1 | 4 | -1.7 | -5 | 1
COc1ccc(NC(=S)N2CCN(Cc3cccc(F)c3)CC2)c(OC)c1 | 5 | 2 | 1436 | 3 | 0.1 | 1 | 1 | -1 | 0.0 | 1 | 2
